# All columns: NCI-60 one-dose screen, growth in % after 48 h at 10 µM unless noted; 100 = growth as untreated, 0 = no growth, -100 = all killed.
# EKVX = EKVX NSCLC. hit rate 3% among 71,000. AID 1794765
# CCRF-CEM = CCRF-CEM leukemia. AID 1794778. hit rate 7% among 77,000
# MOLT-4 = MOLT-4 leukemia cells; AID 1794779; hit rate 6.9% among 80,000
# RPMI-8226 = RPMI-8226 leukemia cells; hit rate 7.5% among 77,000
# HOP-62 = HOP-62 NSCLC. hit rate 3.9% among 80,000
# HOP-92 = HOP-92 NSCLC cells; hit rate 6.3% among 71,000
# M14 = M14 melanoma | AID 1794745 | hit rate 6.2% among 80,000
# A549/ATCC = A549/ATCC NSCLC. hit rate 3.7% among 81,000. AID 1794740
# Active calls of the source: *; nt = not tested or not shown; & = joins results of further samples. Rule for the calls: active = growth percent below 10; inactive = the rest. Rows are unselected. About 13% of those tested had a hit in this group.
mol	MOLT-4	HOP-92	HOP-62	A549/ATCC	EKVX	M14	RPMI-8226	CCRF-CEM
Cc1ccccc1NC(=O)/C=C/c1ccc(OCCCOc2ccc3c(C)cc(=O)oc3c2)cc1	100	138	116	97	95	106	95	104
CC1(c2cccc(Cl)c2)NC(=O)NC1=O (centres undefined)	103	89	94	100	117	98	95	107
CC(=O)C1=C(C)NC(=S)NC1c1ccccc1 (centres undefined)	107&105	104&107	103&107	97&105	93&95	104&112	105&103	112&106
CCCCCCC(C)(O)C#CC(C)(O)CCCCCC (centres undefined)	69	nt	91	91	79	101	66	52
COc1cc2c(cc1OC)CC[N+](CCC[N+](C)(C)C)=C2	92	96	84	97	100	92	103	98
Clc1ccc2c(NCCCN3CCN(c4nc(-n5ccnc5)nc5ccccc45)CC3)ccnc2c1	nt	59	85	97	86	-24*	-49*	6.6*
OCCNCCNC(Cc1ccc(Cl)cc1)c1ccccc1 (centres undefined)	86	38	72	88	88	91	81	85
O=C(Nc1cccc(OS(=O)(=O)c2ccc(F)cc2)c1)C12CC3CC(CC(C3)C1)C2	54	17	85	61	52	85	59	nt
COc1ccc2c(c1)CC/C(=C\c1ccc(OCC(=O)Nc3nccs3)cc1)C2=O	111	72	103	nt	117	110	95	91
O/N=C\c1ccc(-c2ccccc2)cc1	104	59	100	93	71	100	96	90
Cc1cccc2cc(C3CNC(=O)c4ccccc4N3)c(=O)[nH]c12 (centres undefined)	nt	95	90	92	98	98	114	123
CCOC(=O)c1[nH]c(=O)c2c(OCC)nc(-c3ccccc3)cc2c1O	91	76	126	104	91	100	86	87
Oc1c(-c2nnc(-c3ccccc3)o2)sc2nnc(-c3ccccc3)c(-c3ccccc3)c12	48	82	74	nt	94	70	65	48
O=C1OCCN1c1ccccc1	102	nt	106	98	102	111	nt	103
N#Cc1c(-c2cccc([N+](=O)[O-])c2)cc(-c2ccc(Nc3nc(Nc4ccc(F)cc4)nc(Nc4ccc(F)cc4)n3)cc2)nc1N	85	55	86	86	137	110	52	78
Cc1ccc2c(CSc3nc(-c4ccc(Cl)cc4)c(C#N)c(=O)[nH]3)cc(=O)oc2c1	102	100	98	98	100	109	103	102
CCCCCC(=O)c1ccccc1	85	92	87	107	106	90	100	103
Nc1cc(C(=O)O)c(-c2cc(O)c(N)cc2C(=O)O)cc1O	113	60	89	112	115	97	93	74
CSc1nc(N)nc2c1ncn2C1OC(CO)C(O)C1O (centres undefined)	148	100	98	103	110	105	102	98
CCOC(=O)Cn1c(SCC(=O)Nc2nc3ccc(C)cc3s2)nc(-c2ccccc2)c(C#N)c1=O	107	78	69	109	98	99	114	107
CCOc1cccc(NC(C)=O)c1	97	98	101	101	105	100	110	112
CCOC(=O)c1sc(/N=C2\NC(=O)/C(=C3/C(=O)N(C)c4ccccc43)S2)nc1C	109	118	103	101	96	104	105	104
O=C(N/N=C/c1ccc(Cl)cc1Cl)c1ccc(Br)o1	79	106	112	82	98	96	96	104
O=NN(CCCl)C(=O)NCCc1cccc[n+]1[O-]	116	96	103	112	nt	110	100	98
CC(C)c1ccc(-n2c(=S)[nH]c3sc4c(c3c2=O)CCC(=O)C4)cc1	76	-6.7*	34	71	47	60	16	18
CC1(C)CC1C(=O)O (centres undefined)	120	nt	115	104	nt	104	111	111
CCNC(=O)Oc1ccc(/C(=C(/C)c2ccccc2)c2ccc(OCCN3CCCCCC3)cc2)cc1	2.5*	-13*	6.1*	36	52	-80*	-33*	7.2*
COc1ccc(/C=C2\Cc3c(Br)cccc3C2=O)c(OC)c1	94	88	70	69	60	47	61	98
C#CCSC(CC)(CC)C(N)=O	105	113	93	90	102	102	102	98
O=C1CCCN1c1ccccc1	103	85	88	102	104	93	107	95
COc1cc(-c2nc(SC(C)C)nc(Nc3ccccc3Cl)c2C#N)cc(OC)c1OC	80	108	104	83	100	99	nt	94
COc1cccc(CCNc2ncnc3c2ncn3Cc2nnc3c4ccccc4c(Cl)nn23)c1	21	43	58	78	74	32	49	34

# Molecules listed so far containing a cyano group, in the order listed:
mol	MOLT-4	HOP-92	HOP-62	A549/ATCC	EKVX	M14	RPMI-8226	CCRF-CEM
N#Cc1c(-c2cccc([N+](=O)[O-])c2)cc(-c2ccc(Nc3nc(Nc4ccc(F)cc4)nc(Nc4ccc(F)cc4)n3)cc2)nc1N	85	55	86	86	137	110	52	78
Cc1ccc2c(CSc3nc(-c4ccc(Cl)cc4)c(C#N)c(=O)[nH]3)cc(=O)oc2c1	102	100	98	98	100	109	103	102
CCOC(=O)Cn1c(SCC(=O)Nc2nc3ccc(C)cc3s2)nc(-c2ccccc2)c(C#N)c1=O	107	78	69	109	98	99	114	107
COc1cc(-c2nc(SC(C)C)nc(Nc3ccccc3Cl)c2C#N)cc(OC)c1OC	80	108	104	83	100	99	nt	94

# Later entries
mol	MOLT-4	HOP-92	HOP-62	A549/ATCC	EKVX	M14	RPMI-8226	CCRF-CEM
CNC(=O)c1cccc(N2CCc3c2ccc(NC(=O)Nc2cccc(C(F)(F)F)c2)c3F)c1	69	96	100	75	82	71	49	68
Cc1cc[n+](CCc2ccccc2)cc1C	95	nt	97	95	80	104	98	93
C=CCn1c(SCC(=O)Nc2ccc(C(=O)/C=C/c3ccc(Cl)cc3)cc2)nnc1-c1cc(OC)c(OC)c(OC)c1	71	89	98	86	92	94	29	85
Nc1nc(N)c(N=Nc2ccc(S(=O)(=O)c3ccc(N=Nc4c(N)nc(N)[nH]c4=O)cc3)cc2)c(=O)[nH]1	95	88	97	109	99	100	105	98
COc1cc(-c2nc(-c3ccccc3)[nH]c2-c2ccnc(NCCCNS(=O)(=O)c3cccc4ccccc34)n2)ccc1Cl	32	79	72	40	77	nt	14	35
C#CCOC(=O)/C=C/c1cn(-c2ccccc2)nc1-c1ccc(OC)cc1	76	61	93	78	93	99	105	97
O=C1/C(=C/c2ccc([N+](=O)[O-])s2)Oc2ccc(Br)cc21	-17*	nt	-50*	-40*	nt	-54*	-6.0*	-3.3*
COC1CC(C)C(OC)c2cc(O)cc(c2O)NC(=O)/C(C)=C/C=C\C(C)C(OC(N)=O)/C(C)=C\C(C)C1OC (centres undefined)	-23*	11	38	13	41	nt	1.6*	-31*
CCN1C2=C(SC(=S)C1=C1SC(C(=O)OC)=C(C(=O)OC)S1)SC(=Nc1ccc(OC)cc1)C2=O	13	nt	-14*	18	35	-55*	-13*	4.7*
CCCCNC(=O)c1ccc2c(c1)nc(-c1ccccc1)n2C1CCCCC1	95	105	77	96	88	90	88	86
CS(=O)(=O)N1CCN(S(=O)(=O)c2ccc3c(c2)CN(C(=O)C(F)(F)F)CC3)CC1	97	98	94	95	101	103	98	96
O=[N+]([O-])c1ccccc1[I+]c1ccccc1	102	102	nt	100	116	104	119	114
Nc1cc2cc(Br)ccc2c(=O)n1NC(=O)c1ccc([N+](=O)[O-])cc1	86	106	102	106	95	96	99	98
Cn1c(CO)cnc1-c1ccccc1	117	nt	103	108	107	106	113	107
O=c1c2ccccc2[nH]n1CCCN1CCCCC1	96	100	108	104	103	105	100	100
COC(=O)C1CCc2c(ccc3c2CCCC3)C1=O (centres undefined)	97	78	102	nt	114	106	92	103
Cc1ccc(-n2nnc(C(=O)O)c2-c2ccc3c(c2)OCO3)cc1	91	113	101	103	96	nt	112	109
O=C(CCCN1CCC(O)(c2ccc(Br)cc2)CC1)c1ccc(F)cc1	60	99	64	74	91	19	73	64
Clc1ccc(CNc2ncnc3[nH]ncc23)c(Cl)c1	82	nt	90	91	70	102	68	89
COc1ccc(OC)c(/C=C2/C=C(c3ccc(Cl)cc3)N(CCc3ccc(S(N)(=O)=O)cc3)C2=O)c1	40	54	71	53	69	70	64	65
C=CCn1c(SCC(=O)Nc2ccc(OC)cc2)nnc1-c1ccc(Cl)cc1	84	69	101	103	93	96	105	117
CCOC(=O)C1=C(C)N(C)C(=O)NC1c1c(Cl)n(C)c2ccccc12 (centres undefined)	86	60	100	97	101	101	96	19
CC(C)C1CCC(C)C(O)C1 (centres undefined)	113	102	95	89	102	101	101	96
NS(=O)(=O)c1ccc(CN2C(=O)c3nccnc3C2=O)cc1	91	115	99	105	100	111	116	110

# One compound at a time (already shown):
# Entry for `Clc1ccc(CNc2ncnc3[nH]ncc23)c(Cl)c1` : MOLT-4 = 82; HOP-92 = nt; HOP-62 = 90; A549/ATCC = 91; EKVX = 70; M14 = 102; RPMI-8226 = 68; CCRF-CEM = 89
# Entry for `Cc1ccc(-n2nnc(C(=O)O)c2-c2ccc3c(c2)OCO3)cc1` : MOLT-4 = 91; HOP-92 = 113; HOP-62 = 101; A549/ATCC = 103; EKVX = 96; M14 = nt; RPMI-8226 = 112; CCRF-CEM = 109
# Entry for `CC(C)C1CCC(C)C(O)C1` (centres undefined) : MOLT-4 = 113; HOP-92 = 102; HOP-62 = 95; A549/ATCC = 89; EKVX = 102; M14 = 101; RPMI-8226 = 101; CCRF-CEM = 96

# Back to the main list, repeating the two entries before the break.
mol	MOLT-4	HOP-92	HOP-62	A549/ATCC	EKVX	M14	RPMI-8226	CCRF-CEM
CC(C)C1CCC(C)C(O)C1 (centres undefined)	113	102	95	89	102	101	101	96
NS(=O)(=O)c1ccc(CN2C(=O)c3nccnc3C2=O)cc1	91	115	99	105	100	111	116	110
CCCCCCCC(O)(CCCCCCC)CCCCCCC	114	90	98	93	nt	95	98	102
COc1ccccc1-c1nc2ccc3[nH]ncc3c2c2c1CCCC2	43	70	61	65	44	76	69	67
Cc1ccc2sc3c(NCCCNCCO)nc4ccccc4c3c(=O)c2c1	-39*	35	51	0.2*	57	-44*	-16*	11
Cc1ccc(C)c(C2=NN(c3ccc(S(=O)(=O)NC(=O)NCc4ccccc4)cc3)C(c3ccccc3Cl)C2)c1 (centres undefined)	67	86	85	60	nt	67	59	71
CCN(CC)C(=S)SCCC(N)=O	90	101	96	101	nt	106	108	101
NC(=O)c1cccc(-n2ccc3cc(NC(=O)c4cccc(C(F)(F)F)c4)ccc32)n1	64	97	62	65	88	76	nt	50
O=C(CC1C=CCC1)Nc1ccccc1 (centres undefined)	91	nt	103	103	104	99	93	86
N=C1C(c2nc(-c3ccc(Br)cc3)cs2)=C(O)CN1CC1CCCO1 (centres undefined)	70	70	18	75	99	91	48	nt
CN(C)CC/C=C1/c2ccccc2Sc2ccc(Cl)cc21	85	77	95	91	106	84	84	79
COc1cc2c(cc1OC)/C(=N\O)CCCC2	83	117	100	100	129	121	110	102
NCCOc1nc(Cl)nc(Nc2ccc(N3CCOCC3=O)cc2)n1	102	107	91	76	96	102	106	104
O=C(CN1CCN(c2cc3c(cc2F)c(=O)c(C(=O)N/N=C/c2ccc(Cl)cc2)cn3C2CC2)CC1)N/N=C\c1ccc(Cl)cc1	78	107	100	85	82	94	94	94
COc1ncc(-n2c(C(=O)N3CC(F)C3)cc3cccnc32)cc1Cl	100	83	103	105	95	118	97	99
O=S(=O)(NCCNc1nccc(-c2c(-c3ccc(F)c(O)c3)nc3occn23)n1)c1ccc(O)cc1	64	82	98	76	87	76	71	72
COc1ccc2[nH]c(-c3ccccc3)cc2c1	54	nt	115	96	94	112	48	89
CC1(C)N=C(N)N=C(N)N1c1cccc(OCCOc2cccc([N+](=O)[O-])c2)c1	26	86	93	20	nt	64	52	30
O=C1[C@H]2Cc3c([nH]c4ccccc34)[C@@H](c3c(Cl)cccc3Cl)N2C(=O)CN1C1CCN(Cc2ccccc2)CC1	20	84	91	94	96	78	60	22

# Source: PubChem BioAssay (NCI)
